RTF Ca sens inh: cardiac RTF calcium desensitization; P19429+P45379; IANBD-labeled cardiac RTF, Ca2+ fluorescence; inhibition, % at 7.15 µM; 0.12% of 340,000 active;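 active means inhibition above the mean inhibition of all tested compounds plus 3 SD, cut at about 17% in these data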;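 further: assay run at fixed EC70 calcium of 1.6 mM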
NSD2 inh: inhibitors of human histone methyltransferase NSD2. O96028. NSD2 peptide methylation, AlphaScreen, 120 min. inhibition, % at 12.5 µM. 0.54% of 310,000 active; in the data active means inhibition above about 50%
Keap1 Nrf2 FP: disrupts human Keap1 binding to Nrf2 peptide; Q14145; Keap1 Kelch-Nrf2 peptide fluorescence polarization, 1536-well; inhibition, % at 9.4 µM; 0.15% of 340,000 active; AID 504523; in the data active means inhibition above about 12%;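 further: human Keap1 Kelch domain with fluorescein labeled Nrf2 9mer peptide probe; 0% = neutral control wells and 100% = peptide positive control; higher means more block of Keap1 binding to Nrf2 peptide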
Arr AP2 block: blocks beta-arrestin peptide binding to AP2 adaptin | FITC-arrestin peptide / GST-AP2 beads, flow cytometry; AP2 beta2 appendage carries R879A mutation | 0.31% of 340,000 active | inhibition, % at 10 µM;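 active means inhibition above a set limit, near 3 SD of compounds lacking own fluorescence, cut at about 54% in these data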;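 further: plate controls were DMSO wells for no effect and 5 µM unlabelled arrestin peptide for full effect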
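Test system: GST-tagged AP2 beta2-adaptin appendage (R879A) on 4 µm glutathione beads; also added: fluorescein-tagged arrestin peptide at 50 nM final; timing: 12 min plus 1 h, RT; signal: flow cytometry, FL1 (488/535 nm); read-out: percent drop in bead-associated FITC signal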
CAL PDZ FP-1: inhibitors of human CAL PDZ peptide binding; Q9HD26; purified CAL PDZ, TMR-peptide fluorescence polarization, 1 h; inhibition, % at 24.9 µM; 0.92% of 300,000 active; AID 602252;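 active means mean inhibition of at least 30% with at least half of replicates also reaching 30%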;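 further: 0% = DMSO neutral control and 100% = excess unlabeled competitor peptide PRC23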
LANA DNA inh: KSHV C-LANA DNA binding inhibition; MBP-C-LANA/FAM-LBS DNA binding, fluorescence polarization; 0.078% of 340,000 active; inhibition, % at 9 µM;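 active means highest replicate inhibition at or above 60% at 9 µM, even if other replicates fall short; inactive means all replicates below 60% inhibition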;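 further: 0% = neutral control wells and 100% = 4 µM acridine orange control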
CAL PDZ FP-2: human CAL PDZ-peptide interaction inhibition. Q9HD26. purified CAL PDZ, TMR-peptide fluorescence polarization, 1 h. inhibition, % at 20 µM. 0.02% of 330,000 active. AID 504414;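 active means highest replicate inhibition of at least 40%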;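 further: plate controls were DMSO neutral control wells for no effect and unlabeled competitor peptide control wells for full effect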
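material = purified tagged CAL PDZ domain construct (CerCALP) | compound dosing = 20 µM, one dose | times = 1 h at RT | measured by = fluorescence polarization from S- and P-plane intensities, G-factor corrected | read-out = inhibition from polarization loss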
Pemphigus Ab inh: human desmoglein-3 autoantibody binding inhibition. P32926. DSG3-coupled beads, scFv-anti-DSG3-GFP binding, flow cytometry; hits give low values. binding (percent of control), % at 10 µM. 0.48% of 310,000 active. AID 588358;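 active means binding more than 3 SD below its plate's average and above zero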;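 further: hits lower antibody fragment binding to DSG3; some compounds called inactive have numbers as strong as hits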
V-ATPase pHluor: alters yeast V-ATPase proton transport. S. cerevisiae, pHLuorin cytosolic pH fluorescence. response, % at 10 µM. 0.37% of 350,000 active. AID 504577; in the data active means response mostly above about 7.3%, no sharp cut-off; inactive means mostly below about 5.4%; further: actives read high; inactives centre near 0; some compounds called inactive have numbers as strong as hits; reference of the scale not given here
DAGLB inh: diacylglycerol lipase beta (human) inhibition | Q8NCG7 | HEK293T DAGLB membrane lysate, EnzChek fluorogenic substrate | inhibition, % at 5.17 µM | 0.059% of 340,000 active; in the data active means inhibition above about 34%;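 further: 0% = enzyme with vehicle and 100% = wells lacking enzyme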
Target sequence (Q8NCG7 whole entry, looked up): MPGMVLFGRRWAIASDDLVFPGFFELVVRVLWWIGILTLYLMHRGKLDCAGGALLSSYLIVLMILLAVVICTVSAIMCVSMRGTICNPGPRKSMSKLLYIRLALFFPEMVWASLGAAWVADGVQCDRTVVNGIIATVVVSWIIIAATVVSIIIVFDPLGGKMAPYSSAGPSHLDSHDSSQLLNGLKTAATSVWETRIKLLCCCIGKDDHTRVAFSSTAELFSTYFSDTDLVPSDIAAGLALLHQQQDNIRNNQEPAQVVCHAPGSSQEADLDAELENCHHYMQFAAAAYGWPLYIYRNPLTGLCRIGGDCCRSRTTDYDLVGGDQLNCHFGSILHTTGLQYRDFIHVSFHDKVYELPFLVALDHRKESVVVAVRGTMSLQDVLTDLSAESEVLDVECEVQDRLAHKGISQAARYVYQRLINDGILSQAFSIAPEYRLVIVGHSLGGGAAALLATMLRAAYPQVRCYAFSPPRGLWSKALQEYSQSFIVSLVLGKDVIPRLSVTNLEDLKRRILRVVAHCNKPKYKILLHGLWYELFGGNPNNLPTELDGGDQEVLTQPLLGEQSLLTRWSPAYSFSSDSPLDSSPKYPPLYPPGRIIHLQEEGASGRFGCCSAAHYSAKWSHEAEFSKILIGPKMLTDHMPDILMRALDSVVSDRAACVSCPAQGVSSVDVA
* = called active by the depositor; . = no result given.

SMILES | RTF Ca sens inh | NSD2 inh | Keap1 Nrf2 FP | Arr AP2 block | CAL PDZ FP-1 | LANA DNA inh | CAL PDZ FP-2 | Pemphigus Ab inh | V-ATPase pHluor | DAGLB inh
Cc1ccc(C2C(C#N)=C(N)Oc3n[nH]c(-c4cccs4)c32)s1 (configuration not stated) | -11 | 9 | -5 | -3 | 1 | 2.1 | -0.1 | 98 | -3 | 2
O=C(c1ccccc1)c1ccc(OCC(O)CNC2CCCc3ccccc32)cc1 (configuration not stated) | -12 | 0 | 0 | -7 | 0 | -1.8 | -3.0 | 97 | 1 | -3
CC(=O)n1c(C=Nc2ccc(Cl)cc2)c(O)c2ccccc21 | -1 | . | 7 | -5 | 2 | 3.1 | -0.5 | 105 | 2 | 3
Cc1cc(C)cc(NC(=O)c2ccc(NC(=O)C3C4CC5OC(=O)C3C5C4)cc2)c1 (configuration not stated) | -2 | 0 | 1 | -10 | 9 | -0.3 | -0.9 | 117 | 0 | -1
Cc1ccc(C2NC(c3ccc(C)cc3)C(C)C(=NO)C2C)cc1 (configuration not stated) | 11 | 1 | -2 | -5 | 0 | -1.0 | -0.7 | 93 | 5 | -15
Cc1ccc(-n2ncc3c(NCc4ccc5c(c4)OCO5)ncnc32)c(C)c1 | -3 | -1 | 0 | 0 | -1 | -0.7 | -1.2 | . | 3 | -1
CCC(C)(C)C1CCC(=NNc2nc3ccccc3[nH]2)CC1 (configuration not stated) | 1 | 3 | 1 | -3 | 7 | -0.2 | 0.5 | 101 | -4 | 1
CCCSC(=S)NC1CCS(=O)(=O)C1 (configuration not stated) | 2 | 26 | -6 | 9 | 1 | 0.6 | -2.0 | 89 | 2 | 1
Cc1ccccc1CC1(CO)CCCN(C(=O)c2ccc3ncccc3c2)C1 (configuration not stated) | -4 | 0 | 0 | -28 | -2 | -2.5 | -0.2 | 98 | -1 | 2
O=C(Nc1ccncc1)c1ccc(C(=O)Nc2ccncc2)cc1 | 2 | -1 | -1 | -1 | . | -1.7 | -1.1 | 100 | -1 | -1
NC(=O)[C@@H]1CCCN1Cc1c(C(=O)N2CCN(C3CCCCC3)CC2)nc2ccccn12 | -1 | 2 | 6 | 54* | 1 | 1.0 | -2.2 | 100 | 0 | -1
Cc1cccc[n+]1CC(=O)c1ccc(Cl)cc1 | 5 | -2 | -4 | 30 | -5 | 0.1 | -0.6 | 101 | -3 | -5
CCN(c1ccc(OC)cc1)S(=O)(=O)N1CCCC(C(=O)NCc2ccccc2Br)C1 (configuration not stated) | 0 | 2 | 3 | -7 | -2 | -0.6 | -2.0 | . | 0 | 2
CC(=O)Nc1ccc(C(=O)OCc2ccc(F)cc2Cl)cc1 | -10 | -2 | 1 | 1 | . | 1.8 | -0.1 | 95 | 2 | -3
Cc1ccc2oc(-c3cccc(NC(=S)NC(=O)c4cccs4)c3)nc2c1 | -1 | -2 | -4 | 21 | 1 | 0.9 | -1.7 | 123 | -1 | -3
Cc1ccc(S(=O)(=O)N2CCC(C(=O)NCCN3CCCCCC3)CC2)cc1 | -5 | -2 | -6 | 47 | -5 | 0.0 | -2.9 | . | 1 | -1
COC(=O)C12CCC3(SCCS3)C(C(=O)OC)(CCC13SCCS3)C2 | -11 | 0 | -5 | 2 | -2 | -0.1 | 0.2 | 91 | -5 | -1
Cc1ccnc(NS(=O)(=O)c2ccc(NS(=O)(=O)c3ccc([N+](=O)[O-])cc3)cc2)n1 | -1 | -3 | -5 | 8 | 4 | 0.5 | -0.8 | 98 | -4 | -1
CC(C)C[C@H](NC(=O)c1nc[nH]c1C(=O)NCC(=O)OCc1ccccc1)C(=O)OCc1ccccc1 | -8 | . | 4 | -9 | -2 | 1.5 | -0.4 | 101 | -2 | -5
N#Cc1c2n(c3c(=O)[nH]cnc13)CCCC2 | -11 | -2 | 0 | -2 | -4 | -2.2 | -4.5 | . | -3 | -1
Cc1ccc(OCC(=O)c2cc(C)n(Cc3cccs3)c2C)c([N+](=O)[O-])n1 | -12 | . | -1 | -3 | -3 | 31 | -0.7 | 94 | 10 | 1
CCOC(=O)c1ccc(N2C(=O)CC(Sc3nnc(C)s3)C2=O)cc1 (configuration not stated) | -4 | 1 | -10 | 3 | -3 | 0.4 | -0.7 | 93 | -5 | -1
O=C(COc1ccc([N+](=O)[O-])cc1)Nc1ccc2c(c1)nc1n2CCOC1 | -8 | 0 | -4 | -6 | -1 | 0.6 | 0.2 | 96 | -2 | 2
N#CC1=C(N)Oc2c(ccc3cccnc23)C1c1ccncc1 (configuration not stated) | . | -2 | -5 | -8 | -4 | -3.6 | -2.2 | 100 | -3 | .
Cc1ccc(S(=O)(=O)NCCC(=O)NC2CCN(Cc3ccccc3)CC2)cc1 | 6 | 0 | -3 | 4 | 1 | -1.2 | -0.1 | 116 | 0 | -3

Reformatted: entries from further up.
structure	RTF Ca sens inh	NSD2 inh	Keap1 Nrf2 FP	Arr AP2 block	CAL PDZ FP-1	LANA DNA inh	CAL PDZ FP-2	Pemphigus Ab inh	V-ATPase pHluor	DAGLB inh
Cc1cc(C)cc(NC(=O)c2ccc(NC(=O)C3C4CC5OC(=O)C3C5C4)cc2)c1 (configuration not stated)	-2	0	1	-10	9	-0.3	-0.9	117	0	-1
CC(=O)Nc1ccc(C(=O)OCc2ccc(F)cc2Cl)cc1	-10	-2	1	1	.	1.8	-0.1	95	2	-3
CCN(c1ccc(OC)cc1)S(=O)(=O)N1CCCC(C(=O)NCc2ccccc2Br)C1 (configuration not stated)	0	2	3	-7	-2	-0.6	-2.0	.	0	2
NC(=O)[C@@H]1CCCN1Cc1c(C(=O)N2CCN(C3CCCCC3)CC2)nc2ccccn12	-1	2	6	54*	1	1.0	-2.2	100	0	-1

Following part
SMILES | RTF Ca sens inh | NSD2 inh | Keap1 Nrf2 FP | Arr AP2 block | CAL PDZ FP-1 | LANA DNA inh | CAL PDZ FP-2 | Pemphigus Ab inh | V-ATPase pHluor | DAGLB inh
C/C(=N\NC(=O)c1c([N+](=O)[O-])c(C)nn1C)c1ccc(NC(=O)C2CCCC2)cc1 | -1 | -2 | -1 | -7 | -6 | 0.0 | -2.1 | 119 | 0 | 0
Cc1nnc(N=c2ssnc2Cl)o1 | 3 | . | 1 | 33 | -3 | 0.8 | -0.8 | 96 | 7 | -2
O=C(Nn1cnnc1)c1ccc(Cl)cc1 | 5 | -6 | -4 | 3 | . | -1.7 | -0.3 | 93 | -3 | 1
COc1ccccc1CC(NC(C)=O)C(=O)NC1CCN(C(=O)Nc2ccccc2Cl)CC1 (configuration not stated) | 1 | 0 | 5 | 9 | 78* | -1.0 | 0.2 | 106 | 0 | -2
Cc1ccc(C(=O)NCCNC(=O)c2cnccn2)cc1 | 4 | -3 | 2 | 19 | -3 | -0.9 | -2.8 | 106 | -5 | -2
CCN(CC)S(=O)(=O)c1ccc(N2CCOCC2)c(NC(=O)CN2C(=O)NC(C)(c3ccccc3)C2=O)c1 (configuration not stated) | -11 | -2 | -8 | -12 | 7 | -0.6 | -2.0 | 95 | -4 | 1
O=C(c1csc2c1CCCC2)n1cccn1 | -6 | . | -8 | 18 | 4 | 2.3 | -0.6 | 89 | -2 | 0
CCOc1ccccc1NC(=O)c1ccoc1C | -2 | 5 | -4 | 12 | 1 | -2.9 | -0.8 | . | -4 | -3
O=C(NCC1CCCO1)c1ccc(CS(=O)(=O)c2c(Cl)cccc2Cl)o1 (configuration not stated) | -8 | . | 2 | 2 | -5 | 0.6 | 0.5 | 102 | 0 | -1
Cn1c(=O)cc(SCC(=O)Nc2cccnc2)c2ccccc21 | 11 | . | -4 | 4 | 0 | 0.7 | -3.9 | 102 | 4 | 0
COCc1ccc(CN2CCCC(C(=O)Nc3ccc(-c4cscn4)cc3)C2)o1 (configuration not stated) | 2 | 3 | 4 | 9 | -4 | -1.1 | -3.0 | 96 | -3 | 0
O=C(CSCc1ccco1)N1CCc2ccccc21 | 1 | 3 | -5 | 10 | -7 | 0.1 | 0.1 | 102 | 4 | -1
COc1ccccc1C(C)NC(=O)CCOc1cccc(C)c1 (configuration not stated) | -2 | -2 | 3 | -11 | -3 | 1.0 | -2.6 | 119 | -3 | -5
CC1CCCC(C)N1/N=C/c1ccccc1Br (configuration not stated) | -3 | 5 | -5 | 16 | -3 | -2.1 | -1.9 | 102 | -9 | 2
CC(=O)Oc1cc(C(=O)OCC(=O)NC23CC4CC(CC(C4)C2)C3)cc(OC(C)=O)c1OC(C)=O | 3 | . | -3 | 10 | . | 5.7 | -0.3 | . | 0 | 13
Nc1ccccc1Sc1cc(Cl)nnc1Cl | -12 | -3 | -8 | 1 | -19 | 5.2 | -0.5 | 93 | 4 | 0
O=C(Oc1ccccc1N1C(=O)C2CCCCC2C1=O)c1ccccc1 (configuration not stated) | -6 | 6 | -3 | -1 | -4 | -1.3 | -1.0 | 100 | -7 | 1
CCCCCN(C(=O)CCC(=O)OCC(=O)N(C)Cc1ccccc1C)c1c(N)n(CCCC)c(=O)[nH]c1=O | 1 | . | -2 | 27 | -4 | -5.3 | 0.5 | 98 | -2 | 0
CNC(=O)CN1C(=O)C2C3C=CC(C3)C2C1=O (configuration not stated) | 12 | -6 | -6 | -11 | -4 | 0.7 | . | 105 | 2 | 3
CCCCC(=O)NC(Nc1cc(C)ccn1)(C(=O)OCC)C(F)(F)F (configuration not stated) | -3 | -5 | -3 | -4 | -4 | -2.4 | 1.3 | 76 | -1 | -3
CC/C(=N\NC(=O)c1nnn(-c2nonc2N)c1-c1ccc2c(c1)OCO2)c1ccccc1 | 1 | -1 | 1 | -11 | 7 | 0.4 | -0.9 | 103 | 0 | 2
CC(=O)N1c2ccc(S(=O)(=O)N3CCCC(C(=O)Nc4ccc(C)cc4C)C3)cc2CC1C (configuration not stated) | 0 | . | -1 | 0 | . | -0.2 | -0.5 | 101 | 1 | 0
CCOC(=O)c1csc(NC(=O)CCS(=O)(=O)c2ccc(Cl)cc2)n1 | . | -6 | . | . | . | . | . | 103 | 2 | 2
C=CCNC(=O)c1onc(CSc2cccc(OC)c2)c1C(=O)O | -5 | . | -4 | 9 | -2 | -0.2 | -1.2 | 108 | 0 | 4
CN(C)Cc1c(O)ccc2c(=O)c(-c3ccc(Cl)cc3)coc12 | -3 | 4 | -2 | -9 | -3 | 5.2 | . | 92 | -2 | 3
CCCc1cc(-c2n[nH]c(=S)n2-c2cccc(C)c2)cs1 | -4 | -1 | 0 | -8 | 1 | -0.1 | -1.1 | 102 | 0 | -2
CCOC(=O)c1ccc(-n2c(CN3CCC(C(N)=O)CC3)nc3ccc([N+](=O)[O-])cc3c2=O)cc1 | -5 | . | -4 | 4 | 7 | -0.6 | -0.4 | 92 | -2 | 2
Cc1c(NC(=O)CSc2ccc3ccccc3n2)c(=O)n(-c2ccccc2)n1C | -7 | -4 | 4 | -6 | -9 | 0.7 | -1.0 | . | -2 | 2
COCCNCCCOc1ccc(C(C)(C)c2ccccc2)cc1 | -1 | 36 | -1 | -6 | -18 | -0.2 | -2.9 | 131 | 1 | -2

Compound activity (PubChem BioAssay)

Some of the compounds tested (hit frequency here may not be typical).
